Compound activity (PubChem)
LYPLA1 counter – LYPLA1 (human) inhibition in PME1 counter-screen. O75608. recombinant LYPLA1, FP-Rh probe fluorescence polarization. inhibition, % at 5.9 µM. hit rate 0.16% among 320,000. AID 2174;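 active = inhibition above the mean of all tested compounds plus 3 SD, set per campaign, cut at about 14% in these data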;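 note: inhibitors block serine hydrolase probe labeling of LYPLA1 so polarization falls; 0% = enzyme with DMSO and 100% = wells lacking LYPLA1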
Target sequence (O75608 whole entry, looked up): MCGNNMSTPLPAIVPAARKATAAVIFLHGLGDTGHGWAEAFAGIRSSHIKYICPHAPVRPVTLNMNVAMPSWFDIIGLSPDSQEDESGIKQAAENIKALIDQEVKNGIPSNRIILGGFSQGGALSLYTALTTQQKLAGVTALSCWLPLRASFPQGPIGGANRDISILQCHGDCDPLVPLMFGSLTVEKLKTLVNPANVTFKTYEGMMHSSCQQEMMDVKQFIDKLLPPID
LYPLA2 counter – LYPLA2 (human) inhibition in PME1 counter-screen; O95372; recombinant LYPLA2, FP-Rh probe fluorescence polarization; inhibition, % at 5.9 µM; hit rate 0.38% among 320,000;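 active = inhibition above the screen-wide mean plus 3 SD, limit set per campaign, cut at about 26% in these data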;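 note: 0% = LYPLA2 with DMSO and 100% = wells lacking LYPLA2 enzyme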
EBNA-1 inhibitor – blocks EBNA-1 binding to DNA; EBNA-1 DNA binding, fluorescence polarization; inhibition, % at 14.8 µM; hit rate 0.34% among 300,000; in the data active = inhibition above about 28%
PAFAH2 inh – PAFAH2 (human) inhibition; inhibition, % at 3.39 µM; recombinant PAFAH2, FP-rhodamine activity probe, fluorescence polarization; hit rate 0.99% among 340,000; Q99487;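 active = inhibition above the mean over all tested compounds plus 3 SD, cut at about 30% in these data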;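 note: inhibitors block probe labeling of enzyme so polarization drops; 0% = enzyme with DMSO and 100% = wells lacking PAFAH2 protein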
PAFAH1B3 FP inh – blocks human PAF acetylhydrolase 1B catalytic subunit 3; AID 492972; hit rate 0.28% among 340,000; Q15102; recombinant PAFAH1B3, FP-rhodamine probe, fluorescence polarization; inhibition, % at 3.39 µM;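 active = inhibition above the screen-wide average of all tested compounds plus 3 SD, cut at about 25% in these data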;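 note: 0% = enzyme with DMSO only and 100% = wells lacking PAFAH1B3 protein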
Target sequence (Q15102 whole entry, looked up): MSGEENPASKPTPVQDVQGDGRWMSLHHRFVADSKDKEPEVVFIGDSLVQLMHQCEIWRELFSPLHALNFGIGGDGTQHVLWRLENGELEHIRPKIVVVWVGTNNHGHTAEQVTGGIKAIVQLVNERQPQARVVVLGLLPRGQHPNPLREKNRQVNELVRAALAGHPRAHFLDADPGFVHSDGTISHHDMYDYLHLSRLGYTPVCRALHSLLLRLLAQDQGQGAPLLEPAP
ZTA counter – ZTA (EBV) inhibition in EBNA-1 counter-screen | P03206 | ZTA-DNA binding, fluorescence polarization | inhibition, % at 11 µM | hit rate 0.15% among 320,000 | AID 2234; in the data active = inhibition above about 33%
Target sequence (P03206 whole entry, looked up): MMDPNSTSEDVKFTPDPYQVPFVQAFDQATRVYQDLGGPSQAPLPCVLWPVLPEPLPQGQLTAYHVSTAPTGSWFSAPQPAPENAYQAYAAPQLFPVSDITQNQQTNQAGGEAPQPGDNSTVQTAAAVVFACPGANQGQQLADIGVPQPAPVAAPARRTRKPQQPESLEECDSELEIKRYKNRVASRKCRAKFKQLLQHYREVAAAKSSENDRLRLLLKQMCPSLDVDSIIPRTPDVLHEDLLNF
PAD4 FP inh – inhibitors of human PAD4 | Q9UM07 | recombinant PAD4, RCA probe fluorescence polarization | inhibition, % at 6.36 µM | hit rate 0.41% among 330,000 | AID 485272;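 active = percent inhibition above a cutoff equal to the mean of all tested compounds plus 3 SD, cut at about 15% in these data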;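 note: 0% = PAD4 with RCA probe and DMSO and 100% = probe without PAD4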
PREPL inhibitor – inhibits the human prolyl oligopeptidase-like enzyme; Q4J6C6; recombinant PREPL, fluorescence polarization activity-based probe; inhibition, % at 5.96 µM; hit rate 0.68% among 320,000; AID 2751; in the data active = inhibition above about 43%;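 note: 0% = enzyme with DMSO and 100% = wells lacking enzyme; many of its hits are not listed in these tables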
GSTO1 counter – blocks human GSTO1 in RBBP9 counter-screen | AID 1974 | inhibition, % at 5.96 µM | hit rate 1.1% among 300,000 | P78417 | recombinant GSTO1, activity-based probe fluorescence polarization;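 active = inhibition above the campaign mean inhibition plus 3 SD, cut at about 35% in these data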;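 note: 0% = GSTO1-1 with DMSO and 100% = wells lacking GSTO1-1 enzyme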
Target sequence (P78417 whole entry, looked up): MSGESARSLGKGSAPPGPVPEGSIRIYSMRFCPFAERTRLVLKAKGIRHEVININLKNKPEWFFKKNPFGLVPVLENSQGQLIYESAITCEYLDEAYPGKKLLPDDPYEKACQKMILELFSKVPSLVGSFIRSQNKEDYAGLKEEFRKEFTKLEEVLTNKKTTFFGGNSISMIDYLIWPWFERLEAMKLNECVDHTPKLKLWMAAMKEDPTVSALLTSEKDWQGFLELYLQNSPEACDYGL
An asterisk follows results filed as active; . = not tested or not shown.

molecule	EBNA-1 inhibitor	LYPLA2 counter	PREPL inhibitor	PAFAH1B3 FP inh	LYPLA1 counter	ZTA counter	GSTO1 counter	PAD4 FP inh	PAFAH2 inh
Cc1nn(-c2ccccc2)c(OC(=O)c2cccs2)c1S(=O)(=O)c1ccc([N+](=O)[O-])cc1	9	-3	3	3	1	6	-9	1	11
Cn1c(NC(=O)C2CCCC2)cc(=O)n(C)c1=O	-7	5	2	0	1	-28	-1	-6	2
COC(=O)c1sc(NC(=O)CSc2nnnn2-c2ccc(C)cc2C)nc1C	-12	-6	9	4	2	-2	0	1	5
C[C@@H](CN1C(=O)C(=O)NC[C@@H]1C)NC(=O)CC12CC3CC(CC(C3)C1)C2	8	-3	-3	-2	-3	-2	3	5	-1
O=c1[nH]c(-c2ccccc2)c(-c2ccccc2)o1	3	8	-3	10	1	9	8	-1	-1
O=C(O)c1cccnc1SCC(=O)N1CCCc2ccccc21	-6	1	-1	3	-3	11	0	-1	7
COc1ccc(CC(=O)N/N=C/c2cccn2-c2ccc([N+](=O)[O-])cc2)cc1OC	-4	-1	12	3	1	-7	-4	-1	0
COc1ccc(C2(c3ccc(OC)cc3)NC(=O)N(CC(=O)NC3(C#N)CCCC3)C2=O)cc1	.	1	1	7	-1	5	.	-1	11
FC(F)(F)c1cnc(Oc2ccc(-c3nnco3)cc2)c(Cl)c1	4	-5	-5	6	2	3	4	4	-8
Cc1ccc2cc(/C=N/NC(=O)[C@@H]3CCCN3)c(Cl)nc2c1	9	6	2	11	5	7	8	-4	3
COc1ccc(S(=O)(=O)N2CCN(C(=S)NCCc3ccccc3)CC2)cc1	-9	-1	-5	3	3	-8	-9	-4	1
COc1cc(NC(=O)CSc2nccc(C)n2)c(C)cc1[N+](=O)[O-]	6	0	21	-4	-1	-16	5	0	5
CCOc1ccccc1NC(=O)Nc1cc(OC)ccc1OC	-2	1	17	0	1	2	-4	-5	-8
CCOC(=O)CSc1nnc(-c2ccco2)n1-c1ccc(C)cc1	4	-9	-12	3	-3	7	3	1	-8
COc1cc(OC)cc(-c2c(C#Cc3ccsc3)c3cc(-c4ccc5c(c4)OCO5)ccc3n2C)c1	.	.	15	3	.	.	.	4	5
O=C(NC(Cc1c[nH]c2ccccc12)C(=O)O)c1cccs1 (stereo unspecified)	-10	2	6	5	0	-5	2	-8	5
COC(=O)CCCC1=CC2=CC(=O)C(C)(OC(=O)c3cccs3)C(=O)C2=CN1CC(C)C (stereo unspecified)	6	2	9	-6	0	26	19	-1	0
O=c1ccc(NS(=O)(=O)c2ccc(Cl)cc2)cn1Cc1ccc(Cl)c(Cl)c1	2	3	0	4	1	7	6	-6	13
COc1ccc(F)c(-c2nc(CN3CCC(c4ccccc4)CC3)c(C)o2)c1	-8	-3	2	2	1	-7	10	-5	-2
CC1CCCC(NC(=O)C2CC(=O)N(Cc3ccccc3)C2)C1C (stereo unspecified)	9	7	10	11	2	0	0	-4	3
CCOc1ccc(C(CC(=O)O)NC(=O)C(c2ccccc2)c2ccccc2)cc1OC (stereo unspecified)	.	1	7	4	0	-10	.	-3	1
c1ccc(CNc2ccc3ccccc3n2)nc1	-23	-4	-12	1	0	-3	-2	-3	-4
CCN(CC(=O)Nc1cccc(OC)c1)CC(=O)Nc1ccc(Br)c(C)c1	-6	-7	-4	14	-3	-9	-1	-2	2
Cc1ccc(NC(=O)CC(=O)Nc2ccc(C)cc2C)c(C)c1	2	-2	1	3	-1	14	4	2	4
Cc1ccc(S(=O)(=O)N(C(=O)c2ccncc2)c2ccc(OC(=O)c3ccncc3)c3ccccc23)c(C)c1	1	0	1	16	4	-18	55*	-18	-1
COc1cc2[nH]c(=O)n(CCC(=O)NC3CCCC3)c(=O)c2cc1OC	2	6	-4	8	-2	-6	-1	-3	0
Cc1noc(C)c1CS(=O)(=O)c1ccc([N+](=O)[O-])cc1	-6	-2	1	-1	-1	2	1	1	4
CN(C)S(=O)(=O)c1ccc(C(=O)OCc2ccc(C#N)cc2)cc1	-5	9	6	2	1	-22	10	3	5
CCOc1cc2[nH]c(=O)n(CCCC(=O)NCc3ccc(OC)cc3)c(=O)c2cc1OCC	-2	2	2	4	2	5	-3	-1	2
CCOC(=O)c1c(C)[nH]c(C)c1S(=O)(=O)N(C)CC(=O)Nc1ccccc1F	5	1	-5	9	-2	8	5	-1	-1
CCC(C)NC(=O)Cc1ccc(-c2ccccc2)cc1 (stereo unspecified)	-9	-8	2	0	0	10	-1	-8	-3
NC(=S)c1cnn2c(-c3cccc(C(F)(F)F)c3)ccnc12	-3	8	15	-3	3	3	-2	-2	7
O=C1CN(C(=O)NCC(=O)N[C@@H](C(=O)O)c2ccccc2)c2ccccc2N1	-13	8	14	3	-6	-1	4	8	-2
COc1ccc(CCNC(=O)c2ccc3nc(N4CCOCC4)sc3c2)cc1OC	-2	3	1	-2	1	7	0	-1	7
COc1cc(CCC(=O)OCC(=O)Nc2ccc(F)c(F)c2F)cc(OC)c1OC	0	-1	1	2	0	1	4	1	6
COc1cc(OC)cc(C(=O)Nn2cc(C(=O)Nc3ccc(F)cc3F)c3ccccc3c2=O)c1	2	-5	-36	-1	-5	1	-3	1	-3
O=C(N/N=C/c1ccc([N+](=O)[O-])s1)c1cccc(Br)c1	1	2	4	9	1	-3	15	-5	3
CC(C)CNC(=O)c1ccc(Cl)c(N)c1	16	-6	-4	.	-5	10	-7	-7	.
COc1ccc(N2CCN(S(=O)(=O)c3cnc[nH]3)CC2)cc1	7	-1	12	-2	2	-1	1	-1	-12
Cc1ccc(S(=O)(=O)N2CCC(C(=O)N/N=C/c3ccncc3)CC2)cc1	-6	0	13	0	-1	-8	6	-3	4
CCN(Cc1ccccc1)C(=O)C1CCN(C/C(C)=C/c2ccccc2)CC1	0	-5	34	6	1	-13	2	0	1
CC(C)=CCc1c(O)c(CC=C(C)C)c2occ(-c3ccc(O)cc3)c(=O)c2c1O	-2	-16	6	-2	-8	12	-6	2	-20
CN(C)S(=O)(=O)c1ccc(Cl)c(NC(=O)COc2ccccc2[N+](=O)[O-])c1	5	1	-3	-4	1	-21	4	1	-1
O=C(Cc1cccs1)N1CCCC(c2nc3c(nnn3Cc3cccc(Cl)c3)c(=O)[nH]2)C1 (stereo unspecified)	2	-2	10	3	0	-13	20	-7	5
CSc1ccccc1NC(=O)COc1ccccc1C	-16	-4	1	6	1	-16	-2	-8	-1
N#Cc1c(N)nc(SCc2ccccn2)c(C#N)c1-c1cccs1	-2	18	7	5	-7	2	-38	-1	10
CCCOc1ccc(C2/C(=C(/O)c3ccc(F)cc3)C(=O)C(=O)N2CCCN(C)C)cc1 (stereo unspecified)	-2	1	-11	7	-3	-3	10	3	1
CCCn1c(=O)cc(N)n(-c2ccc(OC(F)(F)F)cc2)c1=O	-10	3	16	-3	-3	-16	0	-1	3
CCCCOCCCNC(=O)N[C@H](C(=O)OC)C(C)C	-1	1	2	10	3	-17	-1	4	-11
O=C(CC1CCCC1)N1CCCC(Nc2cccc(F)c2)C1 (stereo unspecified)	8	2	18	16	-1	2	1	0	1
O=C(COC(=O)c1cccnc1Cl)NC12CC3CC(CC(C3)C1)C2	.	.	16	16	.	.	.	-1	87*
CC1(C)CC(=O)C=C(c2cccc3c2sc2ccccc23)C1	.	-4	-6	-7	-3	0	.	-4	-5
O=C(c1cc2ccccc2o1)N1CCN=C1SCc1cccnc1	12	4	-37	4	2	-7	10	7	-4
CC(C)C[C@H](NC(=O)c1nc[nH]c1C(=O)N1CCc2ccccc2C1)C(=O)OCc1ccccc1	-2	-5	5	11	-3	-7	7	-2	9
CCCNC(=O)Cn1cnc2sc(C(=O)N3CCN(Cc4ccc5c(c4)OCO5)CC3)c(C)c2c1=O	2	-1	8	6	3	7	5	-3	6
O=C(NCCCO)C12CC3CC(CC(C3)C1)C2	6	3	5	-1	-2	-8	6	0	-4
COC(=O)Nc1ccc(S(=O)(=O)N(C)C)cc1	4	-1	-3	7	0	-9	1	2	-1
Cc1ccccc1-n1nc2c(c1NC(=O)C(C)C)CS(=O)(=O)C2	9	5	10	6	0	-3	-6	1	-6
Cn1c(=O)c2cnc(-c3ccc(C(F)(F)F)cc3)nc2n(C)c1=O	-6	1	0	6	-4	10	5	1	-5
CCc1nc2nc(C)cc(Nc3cccc(C(F)(F)F)c3)n2n1	5	4	5	6	3	10	1	-1	-7

Rewritten with two lines to a compound: part of the list above.
Sequence of screens: EBNA-1 inhibitor	LYPLA2 counter	PREPL inhibitor	PAFAH1B3 FP inh	LYPLA1 counter	ZTA counter	GSTO1 counter	PAD4 FP inh	PAFAH2 inh
Cc1ccccc1-n1nc2c(c1NC(=O)C(C)C)CS(=O)(=O)C2
→ 9	5	10	6	0	-3	-6	1	-6
Cn1c(=O)c2cnc(-c3ccc(C(F)(F)F)cc3)nc2n(C)c1=O
→ -6	1	0	6	-4	10	5	1	-5

Next section:
molecule	EBNA-1 inhibitor	LYPLA2 counter	PREPL inhibitor	PAFAH1B3 FP inh	LYPLA1 counter	ZTA counter	GSTO1 counter	PAD4 FP inh	PAFAH2 inh
CC(C)COc1ccc(C/C(N)=N/n2cnnc2)cc1	9	9	10	6	3	10	-1	11	-1
CCOC(=O)c1c(C(F)(F)F)cc(-c2ccc(F)cc2)nc1C	-2	11	-3	7	4	-24	-1	0	-2
O=C1c2ccccc2C(=O)C1C1=Nc2ccccc2NC(c2ccccc2)C1 (stereo unspecified)	-5	-1	5	.	-4	5	7	0	.
O=C(Cc1ccccc1Cl)Nc1ccc(S(=O)(=O)N2CCOCC2)cc1	-10	6	14	1	1	-14	0	-4	0
Cc1c(Br)c(C(=O)N2CCc3ccccc32)nn1C	-2	4	1	11	-1	2	-4	3	-9
CCCCCn1c2c(c(=N)c3ccccc31)CCC2	-8	0	19	5	2	-2	-10	-6	3
O=C(Nc1ccc2c(c1)nc1n2CCOC1)c1ccccc1	-4	0	-8	7	-1	0	1	-1	-12
O=C(CNC(=O)c1ccccc1F)N/N=C/c1cn[nH]c1-c1ccccc1	1	6	7	5	0	-10	3	-1	-5
COc1ccc(N/N=C2/CCCCC2=O)cc1	1	1	16	4	-1	-3	9	-3	8
O=C(CC1SCCNC1=O)Nc1ccc(Cl)c(Cl)c1 (stereo unspecified)	-15	-2	8	6	-3	-3	5	1	4
Cc1cc(C)cc(-n2c(SCC(=O)Nc3cccc(S(=O)(=O)NC4=NCCCCC4)c3)nc3ccccc3c2=O)c1	8	-18	-10	-10	-12	-1	-14	-3	-24
Cc1ccc(-n2c3c(cc(C(=O)NCCCN4CCOCC4)c2=O)C(=O)CC(C)(C)C3)cc1	1	-2	-9	12	1	8	10	1	2
O=C(CSc1nnc(-c2cccs2)n1C1CC1)NCC1CCCO1 (stereo unspecified)	.	5	13	-5	2	-12	.	1	1
COc1cccc(C2(O)C(=O)Nc3ccccc32)c1 (stereo unspecified)	12	4	16	3	2	-15	4	-1	-4
N#Cc1ccc(C(=O)OCC(=O)Nc2cccnc2Cl)cc1	.	3	0	0	3	1	.	1	1
Oc1ccccc1CNc1cccc2cccnc12	-1	12	45*	14	-1	-3	33	35*	2
COc1ccc(Br)cc1/C=N/NC(=O)c1cc(Br)ccc1O	7	4	-4	.	-1	-12	-15	4	.
COc1ccc(NC(=O)N(C)C[C@H]2Oc3c(NC(=O)Nc4ccc(C(F)(F)F)cc4)cccc3C(=O)N([C@H](C)CO)C[C@@H]2C)cc1	.	.	32	7	.	.	.	5	-3
O=C(OCN1C(=O)c2ccccc2C1=O)c1cccc(S(=O)(=O)N2CCOCC2)c1	11	6	2	4	-1	-2	17	-2	20

An excerpt (hit frequency here may not be typical).
